From PubChem
LYP inhibition: inhibitors of LYP phosphatase, biochemical, fluorescence intensity, uHTS (AID 1779); recombinant LYP phosphatase, fluorescence intensity; higher % means a stronger effect; inhibition, % at 11.5 µM, or IC50 in µM where a hit was titrated; 0.054% of 290,000 active; in the data active = inhibition above about 50%;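 note: plate controls were vehicle with enzyme for no effect and no enzyme for full effect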
NS5 inhibitors: Dengue-2 NS5 methyltransferase inhibitors, primary screen, biochemical, confirmation dose response (AID 588689); Dengue-2 NS5 methyltransferase capping enzyme assay, biochemical; higher % means a stronger effect; inhibition, % at 25 µM, or IC50 in µM where a hit was titrated; 0.3% of 340,000 active; in the data active = a potency from the dose series; inconclusive = inhibition above about 29% without an active follow-up result
RSV CPE inhibition: inhibition of RSV-induced cytopathic effect – HEp-2 cells, primary 10 µM value included (AID 2391); HEp-2 cells, RSV-induced CPE inhibition; higher % means a stronger effect; CPE inhibition, % at 10 µM; hits with a dose series show IC50 in µM; 0.13% of 310,000 active; in the data active = a potency from the dose series; inconclusive = CPE inhibition mostly from about 23% at the one dose, without a potency; inactive = the rest, 99 in 100 with CPE inhibition below about 21%; note: strong numbers were not always called active
MgcRacGAP inhibition: MgcRacGAP GTPase-activating activity inhibitors, confirmation, biochemical, ADP Hunter fluorescence; 0.6% of 340,000 active; MgcRacGAP-stimulated Rac1 GTP hydrolysis, ADP Hunter fluorescence; higher % means a stronger effect; GST-tagged Rac1 F28L mutant substrate; AID 624330; inhibition, % at 30 µM, or IC50 in µM where a hit was titrated;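 active = first-screen hits whose inhibition reached a set limit at any dose in the follow-up dose series; inconclusive = inhibition above the set first-screen limit but never retested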;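 note: fluorescence reports GDP produced by GAP-driven GTP hydrolysis; strong numbers were not always called active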
AID2073: inhibitors of Mint1-CaV2.2 protein interaction, biochemical, HTRF (AID 2073). HTRF protein-protein interaction, Mint1-CaV2.2; higher % means a stronger effect. one-dose inhibition, % at 20 µM; IC50 in µM for titrated hits. 0.19% of 290,000 active; in the data active = inhibition mostly above about 51%, no sharp cut-off; inconclusive = no clear call, values can overlap the other calls; inactive = mostly below about 53%; note: some results filed as inactive read as strong as hits
HIV fusion peptide: cell-free HIV fusion peptide-binding blockers – biochemical, uHTS, fluorescence dequenching, primary screen (AID 1986); cell-free peptide binding, fluorescence dequenching, 30 min; higher % means a stronger effect; one-dose inhibition, % at 20 µM; IC50 in µM for titrated hits; 0.3% of 290,000 active; in the data active = inhibition mostly above about 52%, no sharp cut-off; inactive = mostly below about 76%; note: some results filed as inactive read as strong as hits
SIAH1 antagonists: blockers of Siah-1 interaction with plectin peptide – biochemical, fluorescence polarization, rhodamine-plectin, uHTS, primary screen (AID 1817); Siah-1 / rhodamine-plectin peptide fluorescence polarization; higher % means a stronger effect; one-dose displacement, % at 20 µM; IC50 in µM for titrated hits; 0.02% of 290,000 active;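 active = displacement of at least 50% at 20 µM, with a fluorescence ratio check between 0.3 and a set limit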;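 note: plate controls were Siah plus tracer with DMSO for no effect and tracer alone without Siah for full effect; strong numbers were not always called active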
XIAP antagonists: small molecules displacing peptide from XIAP – biochemical, IAP family, fluorescence polarization (AID 1018) | XIAP BIR domain, fluorescence polarization peptide displacement; higher % means a stronger effect | displacement, % at 20 µM, or IC50 in µM where a hit was titrated | 0.007% of 200,000 active; in the data active = displacement above about 50%; note: a part of the inactive calls stands beside numbers as strong as those of hits
SV40 large T antigen: SV40 large T antigen inhibitors, biochemical (AID 1903); SV40 large T antigen ATPase/helicase inhibition assay; higher % means a stronger effect; inhibition, % at 20 µM, or IC50 in µM where a hit was titrated; 0.39% of 310,000 active; in the data active = a potency from the dose series; inconclusive = inhibition mostly from about 32% at the one dose, without a potency; inactive = the rest, 99 in 100 with inhibition below about 32%; note: strong numbers were not always called active
NS5 inhibitors pilot replicate: also measured in NS5 inhibitors; calls as there; inhibition, %; measured here: pilot screen replicate inhibition
* marks the source's active call; other numbers are inactive results; ? = inconclusive; nt = not tested or not shown.

SMILES	LYP inhibition	NS5 inhibitors	RSV CPE inhibition	MgcRacGAP inhibition	AID2073	HIV fusion peptide	SIAH1 antagonists	XIAP antagonists	SV40 large T antigen	others
COc1cccc(CN(CC2CCCO2)S(=O)(=O)c2ccc(S(=O)(=O)N(C)C)cc2)c1 (stereo not drawn)	-5%	-3%	-0.9%	2%	-2%	-1.8%	0%	-9.0%	18%
CCC(C(=O)NCCCc1ccccc1)c1ccccc1 (stereo not drawn)	0%	2%	0.1%	-9%	-2%	1.4%	6%	-15%	19%
COc1ccc2[nH]c(=O)c(CN(Cc3nnnn3Cc3ccccc3)CC3CCCO3)cc2c1 (stereo not drawn)	-4%	-2%	1.5%	4%	-1%	0.8%	2%	-4.8%	10%
CCN1c2ccccc2-c2nc3ccccc3n2C1c1cccs1 (stereo not drawn)	-17%	2%	?	10%	16%	-1.7%	-4%	-1.9%	-1%
O=C(CSc1nc2ccccc2[nH]1)NCc1ccccc1	3%	-9%	0.6%	7%	6%	-1.9%	-6%	nt	1%
CC(c1ccccc1)N1CCn2c(nc3cc(NC(=O)NC4CCCCC4)ccc32)C1 (stereo not drawn)	-5%	-9%	0.4%	4%	38%	1.3%	-1%	-1.0%	2%
CC(=O)Nc1sc2c(c1CN1CCN(c3ccccn3)CC1)CCCC2	-2%	2%	0.1%	8%	7%	14%	-1%	-20%	22%
O=C(CN1C(=O)CSC1=O)Nc1ccc2c(c1)OCCO2	-6%	1%	2.4%	7%	2%	-0.3%	-2%	-1.4%	-7%
O=C(O)CSCC(=O)NCc1c(Cl)cccc1Oc1ccccc1	-7%	9%	1.7%	8%	-1%	1.3%	13%	nt	14%
O=C(NCc1cccnc1)C1CC(=O)N(C2CCCCC2)C1 (stereo not drawn)	-8%	-3%	-0.6%	-9%	5%	-1.5%	1%	1.5%	13%
COc1ccc(C2=NOC(C(=O)Nc3ccc4c(c3)OCCO4)C2)cc1OC (stereo not drawn)	-8%	3%	1.1%	12%	2%	-1.2%	7%	nt	23%
CCn1c(=O)c(=O)[nH]c2cc(C(=O)N3CCN(c4ccccc4F)CC3)ccc21	-3%	-6%	2.0%	7%	5%	3.6%	14%	-6.2%	12%
CC(C)Cc1nnc(NC(=O)CN2C(=O)c3ccccc3C2=O)s1	-2%	9%	-0.4%	7%	7%	9.4%	5%	-5.3%	4%
COc1ccc(-c2ccc(CCC(=O)O)n2CC(C)C)cc1	-8%	-10%	1.5%	5%	0%	2.7%	-4%	-3.8%	13%
O=C(Nc1cccc(S(=O)(=O)Nc2ccc(Cl)cc2)c1)c1cc2c(s1)CCCC2	-3%	-5%	-1.4%	5%	22%	5.5%	-1%	-3.1%	19%
Cc1cc(C(=O)CSc2nnc(NCc3ccccc3)s2)c(C)n1C	0%	-10%	0.3%	7%	-7%	-0.2%	6%	-2.9%	5%
CCN(CCCNC(=O)c1c(C)cc(=O)oc1C)c1cccc(C)c1	10%	-3%	1.2%	11%	-4%	-0.3%	-4%	-1.5%	28%
O=C(c1ccc(C(F)(F)F)cc1)N1CCC(=O)N(C(COCc2ccccc2)Cc2ccccc2)CC1 (stereo not drawn)	-1%	6%	4.1%	4%	2%	-2.0%	-6%	-4.0%	9%
CCOc1ccc2nc(NC(=O)CSc3nc4ccccc4c(=O)n3Cc3ccco3)sc2c1	1%	3%	1.2%	7%	-3%	2.1%	1%	-12%	0%
O=S(=O)(c1ccccc1)c1nnn2c1nc(NC1CCN(Cc3ccccc3)CC1)c1cc(Cl)ccc12	-8%	-5%	9.0%	4%	48%	14%	-2%	nt	10%
Cc1oc2ccc(OC(=O)c3cccs3)cc2c1C(=O)OC(C)C	5%	-16%	17%	8%	1%	-0.9%	7%	-2.9%	3%
COc1ccc(CNC(=O)C2CCN(S(=O)(=O)c3cc(OC)ccc3OC)CC2)cc1	-5%	-5%	0.0%	9%	1%	1.2%	4%	4.0%	-1%
O=C1CCC(C(=O)N2CCSCC2)CN1Cc1ccc(Cl)cc1 (stereo not drawn)	-7%	-2%	1.5%	11%	6%	1.1%	0%	nt	17%
CCOc1c2ccc(C(=O)NCc3ccc4c(c3)OCO4)cc2nn1CC	-10%	0%	3.5%	9%	22%	-2.8%	-2%	-5.1%	6%
O=C(Nc1ccc(NC(=O)c2ccco2)nc1)c1ccccn1	-2%	-5%	1.4%	9%	11%	37%	-4%	0.0%	14%
CCOc1cc(C2NC(=O)N(C)C(C)=C2[N+](=O)[O-])ccc1OC(C)=O (stereo not drawn)	-1%	-9%	-0.2%	2%	-2%	-0.3%	2%	-8.9%	10%
O=C(CN1C(=O)NC2(CCCCC2)C1=O)Nc1ccc(N2CCOCC2)cc1	-9%	-1%	1.6%	2%	-19%	-1.2%	-4%	-9.3%	10%
CC(C)OC(=O)c1cc2ccccc2[nH]1	-1%	5%	15%	8%	14%	2.0%	3%	-10%	20%	NS5 inhibitors pilot replicate=-5.2
COc1ccc(C(C[N+](=O)[O-])c2c(C)cc3ccccn23)cc1 (stereo not drawn)	0%	-9%	4.7%	6%	9%	5.6%	3%	1.9%	10%
COC(=O)C1=CN(CCCN2CCCC2=O)C=C(C(=O)OC)C1c1ccccc1C(F)(F)F	-18%	7%	-1.8%	8%	24%	0.4%	3%	-8.9%	8%
COc1cc(C(=O)NCC(c2cccs2)N2CCOCC2)cc(OC)c1OC (stereo not drawn)	nt	0%	-1.3%	-1%	nt	nt	nt	nt	6%
CNC(=O)c1cc(S(=O)(=O)Nc2ccc3c(c2)OCO3)ccc1C	-3%	-1%	4.4%	11%	-6%	-0.8%	-1%	nt	13%
COC(=O)N/N=C(\C)c1cccc(C(F)(F)F)c1	-3%	-4%	8.1%	8%	-12%	0.4%	-4%	-10%	-5%
Cc1ccccc1N1CCN(C2CCCN(C(=O)CCC(=O)N(C)C)C2)CC1 (stereo not drawn)	-3%	-3%	-0.3%	12%	6%	0.3%	0%	nt	-6%
CC(=O)Nc1ccc(NC(=O)C(C)N2CCN(S(=O)(=O)c3ccc(C)cc3)CC2)cc1 (stereo not drawn)	-7%	1%	2.2%	0%	8%	0.8%	4%	-7.8%	63%
COc1cc(NC(=S)Nc2ccc(OC(F)F)cc2)cc(OC)c1	2%	0%	7.7%	9%	-27%	-2.6%	14%	nt	14%

Some of these compounds in order of molar mass, rising.
SMILES	LYP inhibition	NS5 inhibitors	RSV CPE inhibition	MgcRacGAP inhibition	AID2073	HIV fusion peptide	SIAH1 antagonists	XIAP antagonists	SV40 large T antigen	others
CC(C)OC(=O)c1cc2ccccc2[nH]1	-1%	5%	15%	8%	14%	2.0%	3%	-10%	20%	NS5 inhibitors pilot replicate=-5.2
O=C(Nc1ccc(NC(=O)c2ccco2)nc1)c1ccccn1	-2%	-5%	1.4%	9%	11%	37%	-4%	0.0%	14%
CNC(=O)c1cc(S(=O)(=O)Nc2ccc3c(c2)OCO3)ccc1C	-3%	-1%	4.4%	11%	-6%	-0.8%	-1%	nt	13%
CCOc1cc(C2NC(=O)N(C)C(C)=C2[N+](=O)[O-])ccc1OC(C)=O (stereo not drawn)	-1%	-9%	-0.2%	2%	-2%	-0.3%	2%	-8.9%	10%
O=C1CCC(C(=O)N2CCSCC2)CN1Cc1ccc(Cl)cc1 (stereo not drawn)	-7%	-2%	1.5%	11%	6%	1.1%	0%	nt	17%
COc1cc(NC(=S)Nc2ccc(OC(F)F)cc2)cc(OC)c1	2%	0%	7.7%	9%	-27%	-2.6%	14%	nt	14%
CCOc1c2ccc(C(=O)NCc3ccc4c(c3)OCO4)cc2nn1CC	-10%	0%	3.5%	9%	22%	-2.8%	-2%	-5.1%	6%
O=C(CN1C(=O)NC2(CCCCC2)C1=O)Nc1ccc(N2CCOCC2)cc1	-9%	-1%	1.6%	2%	-19%	-1.2%	-4%	-9.3%	10%
Cc1ccccc1N1CCN(C2CCCN(C(=O)CCC(=O)N(C)C)C2)CC1 (stereo not drawn)	-3%	-3%	-0.3%	12%	6%	0.3%	0%	nt	-6%
COc1cc(C(=O)NCC(c2cccs2)N2CCOCC2)cc(OC)c1OC (stereo not drawn)	nt	0%	-1.3%	-1%	nt	nt	nt	nt	6%
CC(=O)Nc1ccc(NC(=O)C(C)N2CCN(S(=O)(=O)c3ccc(C)cc3)CC2)cc1 (stereo not drawn)	-7%	1%	2.2%	0%	8%	0.8%	4%	-7.8%	63%
COc1ccc(CNC(=O)C2CCN(S(=O)(=O)c3cc(OC)ccc3OC)CC2)cc1	-5%	-5%	0.0%	9%	1%	1.2%	4%	4.0%	-1%
COC(=O)C1=CN(CCCN2CCCC2=O)C=C(C(=O)OC)C1c1ccccc1C(F)(F)F	-18%	7%	-1.8%	8%	24%	0.4%	3%	-8.9%	8%
O=S(=O)(c1ccccc1)c1nnn2c1nc(NC1CCN(Cc3ccccc3)CC1)c1cc(Cl)ccc12	-8%	-5%	9.0%	4%	48%	14%	-2%	nt	10%

Additional entries follow:
SMILES	LYP inhibition	NS5 inhibitors	RSV CPE inhibition	MgcRacGAP inhibition	AID2073	HIV fusion peptide	SIAH1 antagonists	XIAP antagonists	SV40 large T antigen	others
CCOC(=O)c1sc(SC)c2c1CCCC2=O	-4%	0%	0.3%	9%	-7%	0.8%	10%	nt	-4%
OC(CNC1CCCc2ccccc21)COc1c(Cl)cccc1Cl (stereo not drawn)	-4%	-13%	17%	14%	-6%	-2.3%	5%	-0.8%	7%
CCC(=O)Nc1ccc(C(=O)Nc2cc(C)on2)cc1	-9%	-2%	1.5%	4%	-10%	-0.6%	-6%	-1.5%	4%
Cc1nc(Oc2ccccc2)c2oc3ccccc3c2n1	-1%	-7%	16%	6%	0%	0.0%	5%	3.8%	4%
COc1ccccc1N1CCN(C(=O)c2ccc(S(=O)(=O)N3CCCC3)cc2)CC1	1%	-3%	1.7%	11%	-1%	-1.8%	7%	-4.4%	6%
N=C1C(c2nc(-c3ccc(Br)cc3)cs2)=C(O)CN1NC(=O)c1ccc([N+](=O)[O-])cc1	-6%	-1%	-1.2%	-6%	34%	-3.2%	-5%	-7.5%	-2%
COc1ccc(CN2C(=O)c3cccc4cccc(c34)C2=O)cc1	-9%	-11%	1.0%	1%	27%	3.7%	6%	nt	12%
CCOc1ccc(N2C(=O)CC(N(Cc3ccco3)C(C)=O)C2=O)cc1 (stereo not drawn)	2%	-8%	0.5%	7%	10%	-0.5%	2%	-6.2%	nt
COc1ccc2c(c1OC)C(=O)NC(C)=C(C(=O)OC(C)(C)C)C2O (stereo not drawn)	5%	1%	1.1%	1%	-5%	-1.0%	-5%	-8.1%	2%
